SUMO1 PPI mod: alters human SUMO1 binding to SIM partners; P63165; SUMO1 binding to a labelled peptide, TR-FRET, 1 h; 0.33% of 360,000 active; inhibition, % at 20 µM; AID 602429; in the data active = inhibition above about 37%
Target sequence (P63165 whole entry, looked up): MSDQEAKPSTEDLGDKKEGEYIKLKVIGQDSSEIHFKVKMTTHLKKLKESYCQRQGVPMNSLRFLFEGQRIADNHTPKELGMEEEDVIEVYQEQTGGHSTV
LMPTP block: LMPTP (human) inhibition | P24666 | recombinant LMPTP-A, OMFP fluorogenic substrate, fluorescence intensity | inhibition, % at 20 µM | 0.22% of 360,000 active | AID 651560;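 active = compounds that cut the enzyme signal by at least half of the control window in the single-dose screen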;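 also: plate controls were DMSO wells with enzyme plus substrate for no effect and substrate without enzyme for full effect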
Target sequence (P24666 whole entry, looked up): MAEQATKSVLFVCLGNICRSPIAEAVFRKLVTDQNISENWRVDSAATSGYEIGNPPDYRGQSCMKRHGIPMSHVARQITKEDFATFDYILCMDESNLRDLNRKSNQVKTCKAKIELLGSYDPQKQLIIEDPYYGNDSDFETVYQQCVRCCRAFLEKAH
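Test system: LMPTP-A phosphatase enzyme. Amount: LMPTP-A at 0.625 nM final in the reaction. Reagent: OMFP substrate, 400 µM final. Times: 50 min at room temperature. Signal: endpoint fluorescence intensity from OMFP dephosphorylation. Read-out basis: % inhibition. Benchmarks: no-enzyme and uninhibited controls.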
NRP1-CendR mod: alters CendR peptide binding to human NRP-1; 0.85% of 360,000 active; inhibition, % at 25 µM; O14786; FAM-RPARPAR peptide binding to NRP-1, fluorescence polarization;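 active = inhibition or corrected inhibition above about 18%, plus a signal ratio from 0.5 to 1.5, limit read from the data, passing the limit was not always enough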; also: strong numbers were not always called active
Rpn11 inh: Rpn11 (human) deubiquitinase inhibition. O00487. human 26S proteasome, Ub4-pepOG fluorescence polarization; 20S core pre-blocked with epoxomicin. calls only at 20 µM. 0.59% of 360,000 active. AID 588493;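 active = inhibition at 20 µM, scaled to each plate's controls, above about 33%, limit read from the data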
SKN-1 block: blocks SKN-1 activity in C. elegans | C. elegans VP596 Pgst-4::GFP/RFP ratio, acrylamide-induced, 24 h | inhibition, % at 21.8 µM | 0.49% of 360,000 active;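 active = interference check ratio from 0.5 to 1.5 plus GFP to RFP signal ratio inhibition reaching or exceeding a fixed threshold, cut at about 30% in these data, passing the limit was not always enough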; also: some compounds called inactive have numbers as strong as hits
STEP inh: STEP (human) phosphatase inhibition; recombinant STEP, OMFP fluorogenic substrate, fluorescence; 0.25% of 360,000 active; inhibition, % at 20 µM; AID 588621; P54829;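 active = inhibition at 20 µM, scaled per plate between control wells, above about 37%, limit read from the data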;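 also: 0% = DMSO with enzyme and substrate and 100% = substrate only without enzyme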
Target sequence (P54829 whole entry, looked up): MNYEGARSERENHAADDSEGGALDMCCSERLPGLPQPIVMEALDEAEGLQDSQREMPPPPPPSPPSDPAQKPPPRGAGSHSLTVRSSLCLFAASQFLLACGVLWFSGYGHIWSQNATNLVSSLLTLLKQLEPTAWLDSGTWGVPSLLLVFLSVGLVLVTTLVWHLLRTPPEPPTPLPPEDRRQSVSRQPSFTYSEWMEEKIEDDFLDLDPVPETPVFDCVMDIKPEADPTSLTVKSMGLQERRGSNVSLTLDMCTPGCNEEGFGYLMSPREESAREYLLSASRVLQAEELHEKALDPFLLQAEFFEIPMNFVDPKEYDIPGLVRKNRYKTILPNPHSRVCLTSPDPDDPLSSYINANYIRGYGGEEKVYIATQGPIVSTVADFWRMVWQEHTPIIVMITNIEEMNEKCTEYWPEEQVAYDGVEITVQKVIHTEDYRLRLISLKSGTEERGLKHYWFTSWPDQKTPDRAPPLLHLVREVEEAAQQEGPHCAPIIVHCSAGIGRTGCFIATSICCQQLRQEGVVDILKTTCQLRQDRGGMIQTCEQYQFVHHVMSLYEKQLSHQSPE
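Measure: Control-normalized % inhibition with plate pattern correction | Test system: STEP phosphatase, cell-free reaction | Medium: pH 6.0 Bis-Tris with DTT and Tween 20 | Technique: Fluorescence, 480/540 nm | Times: Reaction 20 min, ambient temperature | Doses: Single compound dose of 20 µM, 1% DMSO final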
MT1-MMP act inh: blocks activation of human MT1-MMP; 0.061% of 360,000 active; AID 651647; HT1080 RFP-PRO-GFP cells, GFP/RFP ratio fluorescence, overnight; percent of plate control window, DMSO zero; GFP/RFP ratio change, % at 20 µM;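 active = GFP/RFP ratio change of at least 30% with cell ATP level not reduced by more than half and red fluorescence within 50% of control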; also: strong numbers were not always called active
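Material – HT1080 RFP-PRO-GFP cells · Control set – DMSO wells and RFP-L50D-GFP cells · Incubation – overnight cell settling, then overnight compound exposure, 37 °C, 5% CO2 · Compound dosing – single-point 20 µM compound, 1% DMSO · Read-out – GFP/RFP fluorescence ratio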
Scp-1 inhibitor: Scp-1 (human) phosphatase inhibition | Q9GZU7 | inhibition, % at 20 µM | 0.88% of 340,000 active | Recombinant Scp1, phosphopeptide, malachite green phosphate absorbance;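 active = inhibition above about 50% at 20 µM, limit read from the data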;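 also: plate controls were DMSO wells with enzyme for no effect and wells lacking enzyme for full effect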
Target sequence (Q9GZU7 76-261 limits assumed): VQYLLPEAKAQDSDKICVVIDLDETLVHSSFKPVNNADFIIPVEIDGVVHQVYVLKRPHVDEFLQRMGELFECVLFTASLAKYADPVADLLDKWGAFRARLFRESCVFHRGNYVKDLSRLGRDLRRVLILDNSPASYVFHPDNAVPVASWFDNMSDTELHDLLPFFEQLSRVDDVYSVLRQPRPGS
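Test system: SCP-1 catalytic domain; Buffer or medium: Acidic Tris acetate buffer with magnesium and detergent; Also added: Phosphorylated 17-residue peptide substrate; Compound: single 20 µM dose, 1% DMSO; Schedule: enzyme reaction 45 min at room temperature, colour 5 min, stabilisation 30 min; Signal: Phosphate-binding colour reagent, absorbance read at 630 nm.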
DNMT1 block: inhibitors of human DNMT1; inhibition (reported as % activation of signal), % at 10 µM; 0.83% of 360,000 active; P26358; DNMT1 molecular beacon, Hinp1I cleavage, fluorescence; AID 588458; in the data active = inhibition above about 50%
NadD inh: NadD (S. aureus) enzyme inhibition. purified NadD enzyme, colorimetric absorbance read-out. inhibition, % at 20 µM. 0.78% of 360,000 active; in the data active = inhibition above about 26%; also: some compounds past the cut are filed as inactive
* marks the source's active call; other numbers are inactive results; i = inactive; / = not tested or not shown. Compounds as they come, and some 3.9% of all compounds hit somewhere here.

[1] COc1cc(/C=C/C(=O)OCC(=O)NCCC2=CCCCC2)cc(OC)c1OC
[2] CN1CCN(C(=O)c2ccccc2-c2ccccc2C(=O)O)CC1
[3] CC(OC(=O)Cn1[nH]c(=O)c2ccccc2c1=O)C(=O)Nc1ccc(F)cc1Cl (stereo not drawn)
[4] CC(CCc1ccccc1)NC(=O)C(=O)NCCO (stereo not drawn)
[5] COc1ccc(N2CCN(C(=O)C3CCCN(S(=O)(=O)c4c(C)noc4C)C3)CC2)cc1 (stereo not drawn)
[6] COc1ccc(S(=O)(=O)NCCNC(=O)N2CCOCC2)cc1

| assay / entry | 1 | 2 | 3 | 4 | 5 | 6 |
| --- | --- | --- | --- | --- | --- | --- |
| SUMO1 PPI mod | -9 | 1 | 2 | 1 | 1 | 12 |
| LMPTP block | -1.2 | -2.0 | -1.4 | -2.7 | 0.4 | 0.1 |
| NRP1-CendR mod | -7 | -2 | -7 | 1 | -9 | 1 |
| Rpn11 inh | i | i | i | i | i | i |
| SKN-1 block | 8 | -18 | -9 | -3 | -11 | -2 |
| STEP inh | -1 | 0 | -2 | -2 | 4 | -2 |
| MT1-MMP act inh | 1 | 0 | -2 | 0 | 9 | 2 |
| Scp-1 inhibitor | -3 | 0 | -3 | -4 | -19 | 1 |
| DNMT1 block | -6 | 1 | 2 | 2 | -2 | 2 |
| NadD inh | -3 | -8 | 1 | -6 | -4 | -6 |

[7] COc1ccc(N2CCN(CC(=O)c3c[nH]c4ccccc34)CC2)cc1
[8] CSc1nc(N2CCOCC2)c2c3c(sc2n1)CCC3
[9] Nc1nc(CSCCO)nc(Nc2ccc(F)cc2)n1
[10] O=C1NC(NS(=O)(=O)c2ccccc2)(C(F)(F)F)C(=O)N1CCc1ccccc1 (stereo not drawn)
[11] CC(Oc1ccc2c3c(c(=O)oc2c1)CCCC3)C(=O)NCc1ccccn1 (stereo not drawn)
[12] C/C(=N\NC(=O)c1ccc(F)cc1)c1ccccn1

| assay / entry | 7 | 8 | 9 | 10 | 11 | 12 |
| --- | --- | --- | --- | --- | --- | --- |
| SUMO1 PPI mod | 2 | 6 | 0 | -1 | 1 | -1 |
| LMPTP block | -0.6 | 2.3 | -1.7 | -0.2 | -1.6 | 0.4 |
| NRP1-CendR mod | -9 | 5 | 4 | 6 | 15 | -3 |
| Rpn11 inh | i | i | i | i | i | i |
| SKN-1 block | 0 | 9 | -22 | -21 | -14 | 0 |
| STEP inh | 1 | 6 | -2 | -1 | -2 | -5 |
| MT1-MMP act inh | 3 | -3 | -2 | -3 | 3 | 5 |
| Scp-1 inhibitor | -1 | -5 | -9 | -9 | 1 | -14 |
| DNMT1 block | -4 | 12 | 2 | 0 | 0 | 4 |
| NadD inh | -4 | -2 | -5 | -3 | 3 | -6 |

[13] Cc1ccc(C)c(S(=O)(=O)N2CCN(C(=O)CSc3ccccc3)CC2)c1
[14] CCn1c(-c2cc(Cl)ccc2OC)n[nH]c1=S
[15] CCOc1ccc(NS(=O)(=O)c2ccc(NS(=O)(=O)c3ccccc3)cc2)cc1
[16] COc1ccc(-c2nc3n(c2C)Cc2ccccc2-3)cc1
[17] CC(C)Oc1ccc(C2CC(=O)NC2=O)cc1 (stereo not drawn)
[18] CCc1ccc(N/C(SC)=C(/C#N)C(N)=O)cc1

| assay / entry | 13 | 14 | 15 | 16 | 17 | 18 |
| --- | --- | --- | --- | --- | --- | --- |
| SUMO1 PPI mod | -2 | 0 | 2 | -2 | 1 | -3 |
| LMPTP block | 0.6 | -2.5 | 1.6 | 1.9 | -1.7 | 0.3 |
| NRP1-CendR mod | 2 | 2 | -2 | 4 | 4 | -16 |
| Rpn11 inh | i | i | i | i | i | i |
| SKN-1 block | 13 | -8 | -28 | 6 | 8 | 20 |
| STEP inh | 2 | -2 | -2 | -2 | -2 | -2 |
| MT1-MMP act inh | -4 | 2 | 1 | 3 | -2 | 0 |
| Scp-1 inhibitor | -8 | -8 | -6 | -12 | 0 | 2 |
| DNMT1 block | -2 | 2 | 3 | -1 | 1 | 2 |
| NadD inh | -10 | -1 | -3 | 11 | 3 | 1 |

Full records from above.
Shown for CCOc1ccc(NS(=O)(=O)c2ccc(NS(=O)(=O)c3ccccc3)cc2)cc1 : SUMO1 PPI mod = 2; LMPTP block = 1.6; NRP1-CendR mod = -2; Rpn11 inh = i; SKN-1 block = -28; STEP inh = -2; MT1-MMP act inh = 1; Scp-1 inhibitor = -6; DNMT1 block = 3; NadD inh = -3
Shown for CCc1ccc(N/C(SC)=C(/C#N)C(N)=O)cc1 : SUMO1 PPI mod = -3; LMPTP block = 0.3; NRP1-CendR mod = -16; Rpn11 inh = i; SKN-1 block = 20; STEP inh = -2; MT1-MMP act inh = 0; Scp-1 inhibitor = 2; DNMT1 block = 2; NadD inh = 1

Single entries from above:
Scp-1 inhibitor, cpd 13 : -8
NadD inh, cpd 16 : 11

(further entries)
[19] CCOc1ccc(/C=C/C(=O)OCC(=O)c2ccccc2OC)cc1OC
[20] COc1ccc(C(=O)N(C)Cc2ccon2)cc1OC1CCN(C(C)C)CC1
[21] Nc1c(C(=O)NC2CCCCC2)nsc1C(=O)OCC(=O)NC1CCCCC1
[22] c1ccc(-c2cnc(CN3CCN(c4ccccc4)CC3)o2)cc1
[23] CN(N=Nc1nc[nH]c1C(N)=O)C1CCCCC1
[24] CC(Oc1ccc(Cl)cc1Cl)C(=O)NNC(=O)C(=O)N1CCCCC1 (stereo not drawn)

| assay / entry | 19 | 20 | 21 | 22 | 23 | 24 |
| --- | --- | --- | --- | --- | --- | --- |
| SUMO1 PPI mod | -12 | 3 | -2 | -5 | -3 | -19 |
| LMPTP block | 2.0 | 0.5 | -0.1 | -0.7 | -3.6 | -0.4 |
| NRP1-CendR mod | -9 | 8 | 5 | 15 | -6 | 16 |
| Rpn11 inh | i | i | i | i | i | i |
| SKN-1 block | 21 | 9 | 11 | 2 | 4 | 12 |
| STEP inh | 1 | -1 | -1 | 3 | 1 | 4 |
| MT1-MMP act inh | 0 | 1 | 2 | -1 | -8 | 5 |
| Scp-1 inhibitor | -6 | -5 | -7 | -6 | / | -5 |
| DNMT1 block | -4 | -1 | -1 | 1 | 2 | 14 |
| NadD inh | -7 | -1 | -4 | -6 | 2 | -2 |

[25] COc1ccc(-c2noc(COc3ccc4c(c3)OCO4)n2)cc1OC
[26] O=S(=O)(NCc1cccc(C(F)(F)F)c1)NCc1ccccc1F
[27] CCC(C)(C(=O)NC1CCCCC1)N(Cc1ccco1)C(=O)c1ccc2c(c1)OCO2 (stereo not drawn)
[28] COC(=O)C[C@@H]1C[C@@H]2c3cc(NS(=O)(=O)c4ccc(F)cc4)ccc3O[C@@H]2[C@H](CO)O1
[29] CC(OC(=O)CN1C(=O)COc2ccccc21)C(=O)NCc1ccc(F)cc1 (stereo not drawn)
[30] Cc1cc2cc(C)c3nnc(SCc4ccccn4)n3c2cc1C

| assay / entry | 25 | 26 | 27 | 28 | 29 | 30 |
| --- | --- | --- | --- | --- | --- | --- |
| SUMO1 PPI mod | 2 | 0 | 0 | 4 | 1 | 2 |
| LMPTP block | -0.2 | 1.1 | -0.4 | -0.6 | -0.3 | 0.1 |
| NRP1-CendR mod | 6 | -7 | 0 | -1 | 0 | -8 |
| Rpn11 inh | i | i | i | i | i | i |
| SKN-1 block | -3 | 2 | 8 | -6 | 9 | 3 |
| STEP inh | 0 | 0 | -1 | -3 | 2 | 2 |
| MT1-MMP act inh | 2 | 0 | 1 | 3 | -2 | -3 |
| Scp-1 inhibitor | -21 | -7 | -2 | / | 1 | -7 |
| DNMT1 block | -6 | -1 | 1 | 6 | -3 | 3 |
| NadD inh | -18 | -3 | -1 | -6 | 2 | 2 |

2 compounds from above, showing only Scp-1 inhibitor:
| # | SMILES | Scp-1 inhibitor |
| --- | --- | --- |
| 12 | C/C(=N\NC(=O)c1ccc(F)cc1)c1ccccn1 | -14 |
| 13 | Cc1ccc(C)c(S(=O)(=O)N2CCN(C(=O)CSc3ccccc3)CC2)c1 | -8 |

New compounds follow:
[31] Cc1cc(=O)[nH]c(SCC(=O)Nc2ccc(S(=O)(=O)N3CCCCC3)cc2)n1
[32] O=C(O)c1ccc(N/N=C/c2ccc(-c3ccc(Cl)cc3Cl)o2)cc1
[33] CC1ON=C(c2ccccn2)N(Cc2ccc(S(C)(=O)=O)cc2)C1=O (stereo not drawn)
[34] O=C(NCCCN1CCOCC1)C1CCC(=O)N1C1CCCCC1 (stereo not drawn)
[35] CC(C)n1cnnc1SCC(=O)NNC(=O)COc1ccc(Cl)cc1
[36] CCOC(=O)COc1ccc(S(=O)(=O)Nc2ccc3c(c2)OCO3)cc1
[37] O=C(CN1CCN(c2ncc(C(F)(F)F)cc2Cl)CC1)Nc1ccc2c(c1)OCO2
[38] O=C1c2ccccc2NC(c2ccc(-c3cccs3)o2)N1O (stereo not drawn)

| assay / entry | 31 | 32 | 33 | 34 | 35 | 36 | 37 | 38 |
| --- | --- | --- | --- | --- | --- | --- | --- | --- |
| SUMO1 PPI mod | 7 | 31 | 3 | -1 | 6 | 0 | 2 | -5 |
| LMPTP block | -0.3 | 3.0 | -2.3 | -3.2 | -0.4 | -0.3 | 2.7 | 0.8 |
| NRP1-CendR mod | 10 | -10 | 6 | -1 | 1 | 2 | 2 | 2 |
| Rpn11 inh | i | i | i | i | i | i | i | i |
| SKN-1 block | 10 | -1 | 10 | 0 | -3 | 5 | 8 | -1 |
| STEP inh | 1 | 1 | 1 | -4 | 0 | -1 | 1 | 3 |
| MT1-MMP act inh | -2 | -2 | 4 | 1 | 3 | 2 | 5 | 1 |
| Scp-1 inhibitor | 0 | 1 | / | 0 | -7 | -1 | -9 | -12 |
| DNMT1 block | 3 | 0 | 1 | 2 | 1 | -11 | 2 | 1 |
| NadD inh | 4 | 12 | 1 | -6 | -1 | 2 | 2 | 0 |

Bioassay records as filed in PubChem.
